Bioassay records: PubChem BioAssay, several laboratories
Runt-SMMHC FRET: inhibitors of human RUNX1 Runt domain binding to CBFb-SMMHC; Cerulean-Runt/Venus-CBFb-SMMHC FRET ratio 530/480, 1 h; inhibition, % at 20 µM; hit rate 0.74% among 220,000; AID 1434;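 active = mean inhibition across duplicate retests at 20 µM reaching about 50%, limit read from the data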;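 note: 0% = DMSO wells and 100% = wells with excess untagged CBFb-SMMHC; inhibitors lower the FRET ratio by blocking Runt binding to CBFb-SMMHC; some results filed as inactive read as strong as hits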
EBV gp42 inh: inhibitors of Epstein-Barr virus glycoprotein 42; Fluorescence polarization binding assay, mP read-out; inhibition, % (tested at 21.74 µM); hit rate 0.42% among 220,000; AID 1085; in the data active = inhibition above about 50%
TRPML3 agonist: agonists of human TRPML3 channel | AID 1448 | activation, % at 3 µM | Q8TDD5 | hit rate 0.29% among 220,000 | HEK293 TRPML3-YFP, Fluo-8 calcium fluorescence; 100% = the carbachol control signal;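 active = activation above its plate's cutoff, the mean activation of the plate's test wells plus 3 SD, cut at about 12% in these data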;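 note: 0% = DMSO only wells and 100% = carbachol wells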
Target sequence (Q8TDD5 whole entry, looked up): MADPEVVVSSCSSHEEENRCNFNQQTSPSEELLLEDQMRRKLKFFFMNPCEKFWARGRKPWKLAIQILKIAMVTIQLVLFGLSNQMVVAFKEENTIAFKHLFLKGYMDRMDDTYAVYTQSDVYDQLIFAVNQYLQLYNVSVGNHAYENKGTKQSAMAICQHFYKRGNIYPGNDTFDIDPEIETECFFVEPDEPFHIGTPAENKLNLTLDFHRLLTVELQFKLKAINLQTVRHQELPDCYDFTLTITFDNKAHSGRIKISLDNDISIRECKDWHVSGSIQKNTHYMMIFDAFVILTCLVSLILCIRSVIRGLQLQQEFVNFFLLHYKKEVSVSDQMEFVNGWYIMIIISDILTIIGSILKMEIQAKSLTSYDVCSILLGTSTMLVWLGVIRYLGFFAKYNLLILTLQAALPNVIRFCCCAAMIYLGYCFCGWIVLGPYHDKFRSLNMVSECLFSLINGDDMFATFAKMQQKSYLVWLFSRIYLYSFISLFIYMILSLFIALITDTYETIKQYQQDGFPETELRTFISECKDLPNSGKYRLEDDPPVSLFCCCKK
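Test system: HEK293 cells stably carrying human TRPML3-YFP; Doses: single dose, 3 µM final nominal compound, 0.3% DMSO final; Schedule: dye loading 1 h 37 °C then 30 min ambient, 125 s read; Technique: Fluo-8 calcium fluorescence; Benchmarks: high control carbachol 87 µM, low control DMSO.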
NCF1 inh: blocks human p47phox regulatory protein of NADPH oxidases; P14598; p47phox/p22phox peptide binding, fluorescence polarization, 2 h; inhibition, % at 24.7 µM; hit rate 0.53% among 220,000; AID 1274;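 active = inhibition above about 30%, limit read from the data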;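 note: 0% = p47phox with labelled peptide and 100% = labelled peptide alone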
TNF death inh: inhibitors of TNF-alpha induced necroptosis in Jurkat FADD-/- cells; activation (protection from cell death), % at 10 µM; Jurkat FADD-/- TNF necroptosis rescue, ATP luminescence, 24 h; 0 = TNF only, 100 = no-TNF cells; hit rate 0.068% among 220,000;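 active = activation, meaning protection from cell death, of at least 50% relative to plate controls; inactive = activation below 50%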;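 note: necroptosis triggered by 40 ng/mL TNF-alpha added together with compound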
zfTRPN1 agonist: zebrafish TRPN1 (NompC) channel agonism; HEK293 zebrafish TRPN1-YFP, Fluo-8 calcium fluorescence; 100% = response to 87 µM carbachol; activation, % at 3 µM; hit rate 0.18% among 220,000; AID 1424;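 active = activation above its plate's cutoff, the mean activation of test wells on that plate plus 3 SD, cut at about 19% in these data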;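 note: 0% = DMSO alone and 100% = 87 µM carbachol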
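Control set: carbachol 87 µM as high control, DMSO as low control; system: HEK293 stable line with zebrafish TRPN1-YFP; read-out: % activation versus carbachol response; detection: intracellular calcium fluorescence with Fluo-8; doses: single test compound dose, 3 µM nominal, 0.3% DMSO; schedule: dye 1 h 37 °C plus 30 min RT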
Mdm2 ligase inh: blocks human Mdm2 ubiquitin ligase activity; cell-based MDM2 ubiquitination luciferase reporter, 2 h; 0 = plate control, 100 = twice control, blank-subtracted; hit rate 0.11% among 210,000; signal enhancement, % at 5 µM;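 active = signal enhancement of 30% or more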;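 note: luminescence tracks abundance of the self-degrading MDM2-luciferase fusion protein; higher signal means inhibition of MDM2 E3 ligase activity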
Target sequence (Q00987 whole entry, looked up, the tested form may be a part): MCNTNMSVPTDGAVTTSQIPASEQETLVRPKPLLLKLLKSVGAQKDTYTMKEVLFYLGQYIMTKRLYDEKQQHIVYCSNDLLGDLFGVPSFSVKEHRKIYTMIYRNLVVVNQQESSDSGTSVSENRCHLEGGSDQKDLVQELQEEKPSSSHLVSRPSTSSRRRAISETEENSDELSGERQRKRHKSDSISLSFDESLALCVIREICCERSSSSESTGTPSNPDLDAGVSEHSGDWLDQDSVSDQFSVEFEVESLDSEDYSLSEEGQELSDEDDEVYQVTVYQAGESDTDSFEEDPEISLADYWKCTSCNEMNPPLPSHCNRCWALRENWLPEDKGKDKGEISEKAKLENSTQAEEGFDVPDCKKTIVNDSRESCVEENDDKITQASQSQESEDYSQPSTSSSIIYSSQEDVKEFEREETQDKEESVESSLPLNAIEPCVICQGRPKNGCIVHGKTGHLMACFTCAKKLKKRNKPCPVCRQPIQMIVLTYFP
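Assay system: mammalian cells stably expressing self-ubiquitinating, self-degrading MDM2 E3–luciferase fusion. Quantity: 2000 cells in each well. Medium: DMEM culture medium. Compound dosing: single-point 5 µM. Timing: cell settling 4 h, compound treatment 2 h, both 37 °C. Technique: luciferase luminescence. Read-out basis: percent signal gain over controls, blank-subtracted. Benchmarks: plate controls and plate blanks.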
CHOP inh: CHOP inhibition in unfolded protein response | CHO-K1 CHOP-promoter luciferase, tunicamycin-induced, 15-18 h | AID 2732 | hit rate 3.8% among 220,000 | inhibition, % at 10 µM;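 active = compounds that reduced the stress-induced luciferase reporter signal by more than about 70% of percent inhibition, limit read from the data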;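 note: 0% = tunicamycin plus vehicle and 100% = wells without tunicamycin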
PPC-1+TRAIL kill: PPC-1 cancer cell killing with TRAIL present. cell killing (% activity), % at 4 µM. hit rate 0.41% among 220,000. AID 1443. PPC-1 cells + TRAIL, ATPLite viability luminescence;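 active = cell killing above 50% in the first pass at 4 µM, then a duplicate retest at 5 µM averaging 50% or more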;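 note: plate controls were cells with TRAIL plus DMSO for no effect and medium-only wells lacking cells for full effect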
* marks the source's active call; other numbers are inactive results; x = not tested or not shown.

entry	Compound	Runt-SMMHC FRET	EBV gp42 inh	TRPML3 agonist	NCF1 inh	TNF death inh
1	O=C(c1cnc(N2CCN(c3ncccn3)CC2)c2ccccc12)N1CCN(c2ncccn2)CC1	0	-6	1.1	7	-7.2
2	COc1ccc(/C=C/C(=O)NC(=S)NNC(=O)c2ccco2)cc1OC	0	-7	0.6	-7	0.5
3	Cc1cc(C)cc(NC(=O)CCn2ccnc2C)c1	3	-16	0.2	-12	1.2
4	Cn1c(N)c(C(=O)COC(=O)c2ccc3c(c2)OCCO3)c(=O)n(C)c1=O	-4	-8	0.6	-8	-2.4
5	COc1ccc(C(=O)NCC(=O)N2CCCC(C)C2)cc1OC (centres undefined)	0	-3	0.9	1	0.6
6	CC12CCC(C(=O)Nc3cccnc3)(CC1=O)C2(C)C (centres undefined)	0	-8	0.6	-6	-0.1
7	CCOC(=O)C1(Cc2ccccc2)CCCN(Cc2cccc(C(C)=O)c2)C1 (centres undefined)	-2	-19	-0.7	-3	-1.3
8	Cc1onc(-c2c(Cl)cccc2Cl)c1C(=O)NCc1ccco1	-4	-3	0.3	4	-0.5
9	CCC(C(=O)NC1CCCC1)N(C(=O)Cn1nnc(-c2ccc(C)o2)n1)C(C)(C)C (centres undefined)	-6	-6	0.8	-11	2.2
10	COc1ccc(-c2cc(C(=O)NNC(=S)NC(=O)c3c(-c4ccccc4)noc3C)[nH]n2)cc1	-4	8	-0.1	-18	-1.9
11	CC(C)(C)c1oc(C(=O)O)cc1CN1CCOCC1	2	-17	0.3	-3	1.3
12	COc1ccc(-n2nnc3c(=O)n(C/C=C/c4ccccc4)cnc32)cc1	0	0	0.5	-2	-2.2

entry	zfTRPN1 agonist	Mdm2 ligase inh	CHOP inh	PPC-1+TRAIL kill
1	2.1	-5	10	4
2	1.4	x	34	18
3	1.1	-22	3	-13
4	-0.1	-13	28	21
5	0.1	-5	5	19
6	0.8	-5	12	16
7	-0.6	-4	23	9
8	-1.3	-13	15	16
9	0.3	-4	7	-9
10	-2.1	-31	34	-5
11	1.7	x	-4	-1
12	0.2	-10	34	7

Next records:
entry	Compound	Runt-SMMHC FRET	EBV gp42 inh	TRPML3 agonist	NCF1 inh	TNF death inh
13	Cn1nccc1C(=O)N1CCc2ccccc21	3	-3	1.2	-4	-2.3
14	CC(O)c1c(-c2ccccc2)nn(C)c1Cl (centres undefined)	-2	-10	0.8	-4	4.4
15	COc1ccc(N(C(=O)Cn2cnc3ccccc32)C(C(=O)NC2CCCCC2)c2ccccc2)cc1 (centres undefined)	4	-9	-0.4	-6	-10
16	COc1cccc(C2=NOC(C(=O)Nc3c(C)n(C)n(-c4ccccc4)c3=O)C2)c1 (centres undefined)	-6	-15	1.1	4	1.9
17	O=C1CSC(c2cccnc2)N1CC1CC1 (centres undefined)	-4	-18	0.0	-12	5.5
18	O=C(N1CCOCC1)C1(c2ccc(Cl)cc2)CCCC1	2	-11	1.1	-1	-0.5
19	NC(=O)c1cccc2c(=O)oc3ccccc3c12	3	-8	0.5	-10	-1.0
20	COc1ccc(C(=O)/C=C/Nc2cc(C)on2)cc1	-2	-7	0.7	-3	-0.9
21	O=[N+]([O-])c1ccccc1/C=C/C=N/N1CCCCC1	0	9	0.2	-4	-0.2
22	COc1ccc(N(CC(=O)Nc2cccc(C(C)=O)c2)S(C)(=O)=O)cc1OC	3	-2	0.9	-14	2.0
23	Cc1ccc(-c2ccc(C(=O)NCc3ccc(Cl)cc3)o2)c2ccccc12	2	-11	0.5	-40	-3.9
24	Cc1sc2nc(N)sc2c1C	5	-5	0.1	1	-5.6

entry	zfTRPN1 agonist	Mdm2 ligase inh	CHOP inh	PPC-1+TRAIL kill
13	0.5	-2	-19	15
14	0.1	12	19	11
15	-1.1	13	61	9
16	0.1	2	9	0
17	3.7	-18	4	-34
18	1.8	-12	16	32
19	-0.6	-21	8	25
20	0.2	-18	7	10
21	-1.4	-13	6	16
22	1.8	-15	12	-5
23	0.8	x	7	-3
24	-0.8	-16	-30	-1

Entries 11 through 12 of the list above:
entry	Compound	Runt-SMMHC FRET	EBV gp42 inh	TRPML3 agonist	NCF1 inh	TNF death inh
11	CC(C)(C)c1oc(C(=O)O)cc1CN1CCOCC1	2	-17	0.3	-3	1.3
12	COc1ccc(-n2nnc3c(=O)n(C/C=C/c4ccccc4)cnc32)cc1	0	0	0.5	-2	-2.2

entry	zfTRPN1 agonist	Mdm2 ligase inh	CHOP inh	PPC-1+TRAIL kill
11	1.7	x	-4	-1
12	0.2	-10	34	7

Entries from the list above that have a halogen:
entry	Compound	Runt-SMMHC FRET	EBV gp42 inh	TRPML3 agonist	NCF1 inh	TNF death inh
8	Cc1onc(-c2c(Cl)cccc2Cl)c1C(=O)NCc1ccco1	-4	-3	0.3	4	-0.5
14	CC(O)c1c(-c2ccccc2)nn(C)c1Cl (centres undefined)	-2	-10	0.8	-4	4.4
18	O=C(N1CCOCC1)C1(c2ccc(Cl)cc2)CCCC1	2	-11	1.1	-1	-0.5
23	Cc1ccc(-c2ccc(C(=O)NCc3ccc(Cl)cc3)o2)c2ccccc12	2	-11	0.5	-40	-3.9

entry	zfTRPN1 agonist	Mdm2 ligase inh	CHOP inh	PPC-1+TRAIL kill
8	-1.3	-13	15	16
14	0.1	12	19	11
18	1.8	-12	16	32
23	0.8	x	7	-3

New compounds follow:
entry	Compound	Runt-SMMHC FRET	EBV gp42 inh	TRPML3 agonist	NCF1 inh	TNF death inh
25	COc1ccc(OCc2ccc(C(=O)NN)cc2)cc1	0	-25	0.7	-5	-0.5
26	COc1cc(C(O)c2nc3ccccc3n2C)cc(OC)c1OC (centres undefined)	2	4	0.0	-1	-1.1
27	COc1ccc(C(=O)NC2(C(F)(F)F)NC(=O)N(CCCc3ccccc3)C2=O)c(OC)c1OC (centres undefined)	-3	18	-0.4	1	3.5
28	Clc1cccc(N2CCN(Cc3nc(-c4ccccc4)no3)CC2)c1	0	-3	1.3	-23	0.3
29	CC(C)(C(N)=O)N1CCN(c2ncc(C(F)(F)F)cc2Cl)CC1	0	-9	0.7	-12	-1.8
30	Cc1ccc(SCc2nc3ncccn3c2Br)cc1	-4	-14	0.6	-1	-1.2
31	COc1cc(OC)c(-c2nnc3n(CCc4ccccc4)c(=O)c4ccccc4n23)cc1OC	-3	7	0.1	-7	0.8
32	COCCNC(=O)C(c1ccc(C)cc1)N(C(=O)CCC(=O)Nc1ccccn1)C1CCCC1 (centres undefined)	-1	x	0.2	x	-4.1
33	CCOC(=O)C1(O)CC(C)=NN1C(=O)c1cccc(Br)c1 (centres undefined)	1	6	0.0	-4	-0.5
34	Cc1nc2c(-c3ccccc3)c(C)nn2c(C)c1CCC(=O)NC(C)CCc1ccco1 (centres undefined)	1	-16	-0.8	-18	-0.6
35	CCn1ccnc1[C@@H]1C[C@H]2CN(Cc3cccc(Cl)c3)C(=O)[C@]23CCCN13	-1	-14	0.2	5	-0.4
36	Cc1cc(C(=O)OCC(=O)Nc2ncc(C(F)(F)F)cc2Cl)c(C)o1	-1	-3	-0.5	-24	-0.5

entry	zfTRPN1 agonist	Mdm2 ligase inh	CHOP inh	PPC-1+TRAIL kill
25	0.1	-11	28	10
26	0.0	-18	-2	-32
27	2.3	-7	41	12
28	1.6	-4	69	7
29	2.3	0	16	2
30	-0.5	-20	15	-4
31	0.6	-6	8	8
32	1.1	x	x	10
33	0.6	-4	2	14
34	-1.4	-15	61	12
35	-0.1	-12	-8	6
36	0.3	-16	42	-7

Going on with the list.
entry	Compound	Runt-SMMHC FRET	EBV gp42 inh	TRPML3 agonist	NCF1 inh	TNF death inh
37	COC(=O)c1c(NC(=O)CCC(=O)O)sc(Cc2ccccc2)c1C	2	-9	0.8	-3	0.8
38	COc1cc(/C=N/n2cnc3c(sc4nc(C)cc(C)c43)c2=O)ccc1O	-2	-16	0.9	-34	2.2
39	CC(C)(C)OC(=O)N1CC(O)CC1C(=O)OCC(=O)c1ccc(-c2ccccc2)cc1 (centres undefined)	0	-15	-0.2	-4	1.5
40	Cc1cc(NC(=O)C23CC4CC(CC(C4)C2)C3)n[nH]1	1	-5	0.9	0	7.6
41	O=C(OCC(=O)N1CCN(c2ccccc2)CC1)c1ccc2ncsc2c1	-3	-42	0.9	-11	-0.5
42	C=CCNC(=S)N1CCN(Cc2ccccc2)CC1	2	-10	-0.2	1	-0.4
43	CCCCSc1nc(C)cc(NC(=S)Nc2ccc(OC)cc2)n1	-4	-3	-0.5	-2	-4.5
44	CCCCCC1CC(/C(C)=N/NC(N)=O)OC1=O (centres undefined)	1	-11	0.0	-5	-0.8
45	Cn1cccc1Cc1nnc(SCC(=O)Nc2ccc(Cl)cc2)n1-c1ccc(F)cc1	6	6	0.0	-10	5.4
46	COc1cc(NC(=O)C2CC2C)c(C(=O)O)cc1OC (centres undefined)	-1	-29	0.5	-7	-1.4
47	O=C(CCc1ccccc1)Nc1ccccc1C(=O)NCc1ccco1	-1	-14	-0.3	-17	0.7
48	COc1ccc(NCN2C(=O)CCC2=O)cc1	-2	-17	1.1	0	-0.6
49	COc1ccc(Cc2nc(-c3ccccn3)no2)cc1OC	0	-7	0.9	-5	1.0

entry	zfTRPN1 agonist	Mdm2 ligase inh	CHOP inh	PPC-1+TRAIL kill
37	1.6	-2	-8	33
38	2.4	-2	-36	16
39	0.3	-9	3	-13
40	0.8	-13	3	12
41	1.5	-16	-11	12
42	-0.2	-20	47	15
43	-0.4	-5	1	-12
44	-0.9	-14	4	24
45	-0.3	-22	61	7
46	-0.8	-13	-12	4
47	-1.3	-6	8	9
48	-0.9	-4	0	-12
49	-0.2	-8	-10	36
